N370S GC mod: inhibits or activates N370S mutant glucocerebrosidase; N370S GC spleen homogenate, 4MU-glucoside fluorescence; AID 2101; 0.092% of 330,000 active; Potency, µM (series often up to 59.4 µM), for inactives: top-dose activity change, negative = inhibition, hits mostly inhibitors;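 also: 0% = full enzyme activity and -100% = no enzyme basal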
FEN1 inh: human FEN1 inhibition | P39748 | Recombinant FEN1 flap cleavage, fluorescence, 15 min | Potency, µM (doses to about 114 µM), for inactives: top-dose activity change, negative = inhibition, actives largely listed as inhibitors | 0.35% of 390,000 active | AID 588795; also: nearly all actives have a fitted effect of over 65% in size
Target sequence (P39748 whole entry, looked up): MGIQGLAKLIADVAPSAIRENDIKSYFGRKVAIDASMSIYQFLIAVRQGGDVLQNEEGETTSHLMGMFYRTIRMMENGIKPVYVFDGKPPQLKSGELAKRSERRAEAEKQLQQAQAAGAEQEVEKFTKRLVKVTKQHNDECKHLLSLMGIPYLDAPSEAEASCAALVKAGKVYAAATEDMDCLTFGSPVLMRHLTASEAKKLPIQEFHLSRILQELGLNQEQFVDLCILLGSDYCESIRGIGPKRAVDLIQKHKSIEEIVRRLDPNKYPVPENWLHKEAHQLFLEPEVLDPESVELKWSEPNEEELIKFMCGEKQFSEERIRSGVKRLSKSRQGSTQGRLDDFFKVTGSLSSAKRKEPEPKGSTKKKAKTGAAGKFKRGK
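Concentration–response screening of FEN1 (10 nM): 15 min compound preincubation at room temperature, reaction started with 50 nM substrate and read at 0 and 15 min. Corrected, normalized data were fitted by a four-parameter Hill equation.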
KAT2A inh: blocks human GCN5L2 histone acetyltransferase; GCN5L2 HAT assay, ThioGlo1 CoA-SH fluorescence; Potency, µM (highest dose often 58.9 µM), for the others: at the top dose activity change, negative = inhibition, hits mostly inhibitors; 0.21% of 390,000 active
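GCN5L2 (20 nM) in 50mM HEPES pH 7.5, 0.1mM EDTA, 0.01% Tween-20 preincubated 15 min with compounds at room temperature. Reaction started with H3(1-25) 75uM, acetyl-CoA 70uM, ThioGlo1 50uM; CoA-thiol fluorescence (Ex340/Em540) read at 0 and 20 min.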
An asterisk follows results filed as active; ? = inconclusive; / = not tested or not shown; [ ] = another dose, or the depositor's remark. Calls follow the shape of the dose curve; as a rule, active = well fitted curve in the direction sought with a large enough effect; inconclusive = small, poorly fitted or top-dose-only effect, or another doubt; inactive = no such curve, though single readings can be large; an effect the other way counts as inactive or inconclusive. Unless noted, % is scaled to controls: 0 for no effect and ±100 for the full control effect; potency is read from the fitted curve at half-maximal effect.

SMILES	N370S GC mod	FEN1 inh	KAT2A inh
CN(C)c1nc(N(C)C)nc(N(C#N)CN2C(=O)c3ccccc3S2(=O)=O)n1	9%	-3%	-3%
CN(C)c1ccc(C(=S)N2CCN(c3ccc([N+](=O)[O-])cc3)CC2)cc1	21%	-4%	?
O=C(NCCc1ccccc1)c1cnc2ccccc2n1	5%	-11%	-9%
CC(C)N(Cc1ccccc1)C(=O)CSc1nccn1C	-13%	0%	1%
CC(NC(=O)COC(=O)C1CCC1)c1ccccc1 (stereo not drawn)	-2%	7%	-4%
C=CCC1(CC=C)CCCN1C(=O)c1cc(COc2ccc(-n3cncn3)cc2)on1	-3%	?	-24%
CCOC(=O)CSc1ccc(C(=O)Nc2ccc(OC)cc2)cn1	-7%	-4%	-4%
COC(=O)c1cccc(CN2C(=O)SC(Nc3ccccc3)C2=O)c1 (stereo not drawn)	5%	2%	?
O=C(CSc1ccc(-c2ccccc2)nn1)N1CCN(c2ccccc2)CC1	5%	-6%	13%
CN(C)c1cc(Nc2cccc(O)c2)c([N+](=O)[O-])c2nonc12	2%	-8%	2%
CC(C)C[C@H](NC(=O)N1CCn2c1nc1ccccc12)C(=O)N[C@@H](Cc1ccccc1)C(=O)O	-9%	15%	-16%
CCOc1ccc(S(=O)(=O)N(CC)CC(=O)NC2CCS(=O)(=O)C2)cc1 (stereo not drawn)	/	-13%	2%
O=C(OCCOc1cccc(Cl)c1)C1CCN(S(=O)(=O)c2ccccc2)CC1	3%	-3%	-3%
COc1ccc(CNC(=O)C2CCN(S(=O)(=O)N3CCCCC3)CC2)cc1	1%	17%	-4%
Cc1ccc(CC(=O)Nc2nnc(-c3ccc(F)cc3)o2)c(C)c1	-7%	-11%	0%
Cc1ccc(NC(=O)c2sccc2C)cc1[N+](=O)[O-]	1%	-7%	-16%
CCOCCCNC(=O)c1cc(Sc2ccc(C)cc2)nc2ccccc12	3%	-9%	1%
CC(NC(=O)c1ccc2nc[nH]c2c1)c1ccccc1 (stereo not drawn)	0%	11%	-6%
Cc1ccc(-c2c(C(=O)NNC(=S)NCC3CCCO3)csc2C)cc1 (stereo not drawn)	10%	20%	-3%
COc1cc(S(=O)(=O)Nc2cccc(C)c2)ccc1NC(=O)c1ccncc1	1%	-4%	-1%
Cc1c(Cl)cccc1-n1ncc(C(=O)N2CCN(C)CC2)c1C1CCN(C(=O)OC(C)(C)C)CC1	/	2%	18%
COc1ccc(/C(C)=N/NC(=O)c2ccc(NS(=O)(=O)c3cccs3)cc2)cc1	-6%	13%	1%
COCCn1c(C)cc(/C=C2/NC(=O)N(c3cccc(Cl)c3)C2=O)c1C	-4%	-9%	-6%
COc1ccc(NC(=O)c2noc(C(C)C)c2[N+](=O)[O-])cc1	0%	10%	-2%
O=C(Nc1cccc2ccccc12)NC1CCCCC1O (stereo not drawn)	-2%	2%	-1%
Cc1ccc(C(=O)N2CC(C)SC2=Nc2cccc(S(=O)(=O)N(C)C)c2)cc1 (stereo not drawn)	2%	5%	-8%
CCOC(=O)c1c(N)sc2c1CCC(C)C2 (stereo not drawn)	3%[2.35 µM]	-4%	-3%
O=c1[nH]ccc2c([N+](=O)[O-])cccc12	-8%	1%	-12%
COc1ccc(NC(=O)C(NC(C)=O)C(=O)NCc2ccc(F)cc2)cc1 (stereo not drawn)	9%	-4%	-7%
Nn1c(SCC(=O)NC2CCCc3ccccc32)nnc1C1CC1 (stereo not drawn)	/	-12%	-15%

Four compounds from above, sorted by the value under N370S GC mod, rising.
| SMILES | N370S GC mod | KAT2A inh |
| --- | --- | --- |
| O=c1[nH]ccc2c([N+](=O)[O-])cccc12 | -8% | -12% |
| COCCn1c(C)cc(/C=C2/NC(=O)N(c3cccc(Cl)c3)C2=O)c1C | -4% | -6% |
| CC(NC(=O)c1ccc2nc[nH]c2c1)c1ccccc1 (stereo not drawn) | 0% | -6% |
| Cc1ccc(-c2c(C(=O)NNC(=S)NCC3CCCO3)csc2C)cc1 (stereo not drawn) | 10% | -3% |

Next records
SMILES	N370S GC mod	FEN1 inh	KAT2A inh
O=C(NCc1ccccn1)c1c(-c2ccccc2)sc2ccccc12	/	-11%	1%
CC(CN1CCCCCC1)C(=O)NN (stereo not drawn)	-14%	2%	1%
Cc1cccc(C2=NN(c3ccc(Br)cc3)[C@@H](C(=O)N3CCOC3=O)[C@@H]2c2ccc(F)cc2)c1	?	-1%	?
Cc1cc(-n2nc(C)cc2C)nc(NS(=O)(=O)c2ccccc2Cl)n1	?	10%	-11%
Cc1ccc(Nc2ccc3cc(S(=O)(=O)N4CCCCC4)ccc3n2)cc1F	/	-6%	-15%
COc1ccc(S(=O)(=O)N2CCOCC2)cc1NC(=O)COc1ncnc2ccccc12	-2%	2%	-1%
CSCC(C)N1CCC(CCC(=O)NC2CC2)CC1 (stereo not drawn)	-9%	-4%	-7%
COC(=O)c1ccc(C2N=C(c3cccs3)CC(c3ccccc3O)N2)cc1 (stereo not drawn)	5%	15%	-8%
CC(=O)Nc1ccc(C(=O)N/N=C/c2ccccc2OC(=O)c2ccc(Cl)cc2)cc1	2%	1%	-12%
COc1cc(NC(=O)CSCC(=O)N(C)C2CCCCC2)cc(OC)c1	/	-1%	-3%
CCn1c(CNC(=O)c2ccco2)nnc1SCC(=O)Nc1ccc(Br)cc1F	19%	0%	-3%
Cc1ccc([N+](=O)[O-])cc1NC(=O)c1ccc2c(c1)OCO2	4%	12%	-3%
Cc1cccc(OC(=O)c2cc(-c3ccc(C)c(C)c3)on2)c1	/	-4%	-13%
COc1ccc(-c2[nH]nc3c2C(c2ccsc2)C(C#N)=C(N)O3)cc1 (stereo not drawn)	8%	-17%	-4%
CC(C)CCCN1C(Nc2ccccc2)=NC[C@@H]1Cc1ccccc1	-10%	-10%	-3%
COc1ccc(CCNS(=O)(=O)c2cccc(C(=O)O)c2)cc1OC	1%	10%	-7%
O=C(CN1CCN(Cc2ccc3c(c2)OCO3)CC1)c1c[nH]c2ccccc12	2%	3%	-3%
Cc1nn(C)cc1-c1cc(C(=O)O)c2ccccc2n1	1%	-2%	-6%
COc1ccc(-c2coc3c(OC)c(OC)cc(O)c3c2=O)cc1	1%	/	-8%
Cc1nc2sc3c(c2c(=O)o1)CC(C)(C)OC3	-5%	-1%	0%
Cc1cc(Cl)ccc1OCC(=O)NCCC(=O)O	7%	1%	-18%
O=C(NC(=O)c1cnccc1C(F)(F)F)Nc1ccccc1	-9%	-1%	1%
Cc1cccc(C(=O)NNC(=O)CCCCC(=O)NNC(=O)c2cccc(C)c2)c1	-9%	-3%	5%
COc1cccc(OCc2nc3ccccc3n2C)c1	/	2%	-2%
Cc1sc(-c2ccncc2)nc1OC(=O)c1ccccc1	-16%	8%	-11%
CCCCCC(=O)Nc1cccc(C2=NOC3(C2)C[C@@H](C(N)=O)N(C(=O)C2(C)CC2)C3)c1 (stereo partly drawn)	-1%	-11%	?
Cc1cc(NC(=O)Nc2ccccc2)n(-c2ccccc2)n1	8%	-11%	/
CCc1cccc2sc(NC(=O)c3ccc(N4C(=O)CCC4=O)cc3)nc12	11%	4%	-2%
c1ccc(-c2nnc(CN3CCCc4ccccc43)o2)cc1	-3%	-5%	-16%
O=C1CN2NC(=S)N(c3ccc(Cl)cc3)C2=CN1c1ccc(Cl)cc1	2%	-3%	1%

Shown with bars between the fields: part of the list above
mol | N370S GC mod | FEN1 inh | KAT2A inh
CC(C)N(Cc1ccccc1)C(=O)CSc1nccn1C | -13% | 0% | 1%
CC(NC(=O)COC(=O)C1CCC1)c1ccccc1 (stereo not drawn) | -2% | 7% | -4%

Continued.
SMILES	N370S GC mod	FEN1 inh	KAT2A inh
CC1(c2nnc(-c3ccccc3)o2)CC(c2ccc(Cl)cc2)=NO1 (stereo not drawn)	25%	-21%	3%
CC(=O)C1=C(c2ccc(Cl)c(Cl)c2)N(C(C)=O)n2c(C)nnc2S1	/	-15%	-12%
Cc1cccc(NC(=O)CSc2nc3c([nH]c4ccccc43)c(=O)n2C)c1C	/	-2%	-5%
Cc1cc(C(=O)CCl)c(C)n1-c1c(C)n(C)n(-c2ccccc2)c1=O	-1%	-10%	-3%
COc1ccc(NC(=O)c2ccco2)cc1NC(=O)COc1cccc(C)c1C	/	16%	-3%
COc1ccccc1Nc1nc(-c2ccccc2O)nc2ccccc12	?	3%	-5%
O=C(Nc1ccc(F)cc1)Oc1ccccc1N1CCOCC1	4%	5%	0%
CC(C)Cc1nc(Nc2ccccc2C#N)c2nnn(Cc3ccccc3)c2n1	18%	-8%	-19%
COC(=O)c1cn(NC(=O)C2COc3ccccc3O2)c(=O)c2ccccc12 (stereo not drawn)	-3%	-4%	-8%
N=c1c2c(n(Cc3ccc(Cl)cc3)c3c1CCC3)CCC2	-5%	5%	-2%
Cc1ccc(-c2cn(-c3ccccc3)c(=S)[nH]2)cc1C	-6%	-6%	-21%
CCOc1ccc(OCCC(=O)NNC(=O)c2ccccc2Cl)cc1	2%	7%	-9%
Cc1ccc(CNC(=O)CSc2nc3ccsc3c(=O)n2-c2ccc(C(=O)O)cc2)cc1	/	18%	-5%
CN1C(=O)/C(=C2\SC(=S)N(C(CCC(=O)O)C(=O)O)C2=O)c2ccccc21 (stereo not drawn)	-19%	-14%	?
COc1ccc(OC)c(NC(=O)C(Cc2ccccc2)NS(=O)(=O)c2ccc3c(c2)CCC(=O)N3)c1 (stereo not drawn)	/	-17%	0%
CC(=O)n1nnc2ccccc21	7%	-2%	/
OC(COC(c1ccc(Cl)cc1)c1ccc(Cl)cc1)CN1CCCC1 (stereo not drawn)	-10%	-4%	/
Cc1cc(NC(=O)COC(=O)C2CCN(S(=O)(=O)c3c(Cl)cccc3Cl)CC2)no1	-5%	9%	-7%
COc1cccc(-c2nnc(SCN3C(=O)c4ccccc4C3=O)n2C)c1	17%	-4%	-5%

Shown with bars between the fields: part of the list above.
structure | N370S GC mod | FEN1 inh | KAT2A inh
c1ccc(-c2nnc(CN3CCCc4ccccc43)o2)cc1 | -3% | -5% | -16%
O=C1CN2NC(=S)N(c3ccc(Cl)cc3)C2=CN1c1ccc(Cl)cc1 | 2% | -3% | 1%
CC1(c2nnc(-c3ccccc3)o2)CC(c2ccc(Cl)cc2)=NO1 (stereo not drawn) | 25% | -21% | 3%
CC(=O)C1=C(c2ccc(Cl)c(Cl)c2)N(C(C)=O)n2c(C)nnc2S1 | / | -15% | -12%
Cc1cccc(NC(=O)CSc2nc3c([nH]c4ccccc43)c(=O)n2C)c1C | / | -2% | -5%
Cc1cc(C(=O)CCl)c(C)n1-c1c(C)n(C)n(-c2ccccc2)c1=O | -1% | -10% | -3%
COc1ccc(NC(=O)c2ccco2)cc1NC(=O)COc1cccc(C)c1C | / | 16% | -3%
COc1ccccc1Nc1nc(-c2ccccc2O)nc2ccccc12 | ? | 3% | -5%
O=C(Nc1ccc(F)cc1)Oc1ccccc1N1CCOCC1 | 4% | 5% | 0%
CC(C)Cc1nc(Nc2ccccc2C#N)c2nnn(Cc3ccccc3)c2n1 | 18% | -8% | -19%
COC(=O)c1cn(NC(=O)C2COc3ccccc3O2)c(=O)c2ccccc12 (stereo not drawn) | -3% | -4% | -8%
N=c1c2c(n(Cc3ccc(Cl)cc3)c3c1CCC3)CCC2 | -5% | 5% | -2%
Cc1ccc(-c2cn(-c3ccccc3)c(=S)[nH]2)cc1C | -6% | -6% | -21%
CCOc1ccc(OCCC(=O)NNC(=O)c2ccccc2Cl)cc1 | 2% | 7% | -9%
Cc1ccc(CNC(=O)CSc2nc3ccsc3c(=O)n2-c2ccc(C(=O)O)cc2)cc1 | / | 18% | -5%
CN1C(=O)/C(=C2\SC(=S)N(C(CCC(=O)O)C(=O)O)C2=O)c2ccccc21 (stereo not drawn) | -19% | -14% | ?
COc1ccc(OC)c(NC(=O)C(Cc2ccccc2)NS(=O)(=O)c2ccc3c(c2)CCC(=O)N3)c1 (stereo not drawn) | / | -17% | 0%
CC(=O)n1nnc2ccccc21 | 7% | -2% | /
